KCNK9 inh – human KCNK9 channel inhibition | HEK293 KCNK9, FluxOR thallium flux fluorescence; hits give low values | B-score at 10 µM | hit rate 1.2% among 310,000;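 active = ratio B-score over 3 SD below the library mean, with starting fluorescence within 5 SD of its mean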;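 also: negative B-score means less thallium flux so channel inhibition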
Target sequence (Q9NPC2 whole entry, looked up): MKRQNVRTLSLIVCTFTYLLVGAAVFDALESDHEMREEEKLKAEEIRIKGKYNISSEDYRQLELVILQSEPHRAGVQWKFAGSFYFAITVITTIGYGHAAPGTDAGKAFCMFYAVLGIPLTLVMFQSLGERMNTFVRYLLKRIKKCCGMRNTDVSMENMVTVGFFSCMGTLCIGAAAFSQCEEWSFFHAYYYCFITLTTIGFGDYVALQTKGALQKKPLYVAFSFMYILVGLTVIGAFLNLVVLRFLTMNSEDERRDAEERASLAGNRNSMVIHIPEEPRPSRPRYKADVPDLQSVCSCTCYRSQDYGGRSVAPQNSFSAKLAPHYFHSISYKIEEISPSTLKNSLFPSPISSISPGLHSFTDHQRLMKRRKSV
KCNQ1 pot – human KCNQ1 channel potentiation or activation; P51787; CHO-K1 KCNQ1, thallium flux FluxOR fluorescence; hits give high values; B-score at 10 µM; hit rate 0.35% among 310,000; AID 2648;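 active = fluorescence ratio B-score, a plate-corrected score, at least three library SD, with initial intensity B-score within 5 SD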
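Material: CHO-K1 cells stably expressing KCNQ1. Medium: assay buffer for compound exposure, DMSO matched across wells. Reagent: K+/Tl+ depolarizing stimulus. Compound dosing: single-concentration screen. Times: 37 °C overnight plating, 90-min dark dye load, 20-min compound pretreatment. Technique: FluxOR Tl+ flux fluorescence.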
RGS4 act – potentiators or activators of RGS4; HEK293 M3R/inducible RGS4, carbachol calcium flux Fluo4; hits give low values; B-score at 10 µM; hit rate 0.92% among 310,000; AID 463111;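 active = B-score of the integrated calcium signal more than 4 SD below the library mean, with starting fluorescence not abnormally high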;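 also: negative B-score means reduced calcium response which marks RGS4 activation or potentiation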
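test system = M3R-expressing HEK293 line, RGS4 induced by doxycycline | probe or stimulus = carbachol at ECmax as muscarinic agonist stimulus | timing = dye loading 30 min 37 °C, buffer rest 30 min RT | signal = calcium dye Fluo4 fluorescence | evaluation = B score from integrated fluorescence ratio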
KCNK3 inh – human KCNK3 channel inhibition, primary screen; B-score at 10 µM; O14649; CHO-KCNK3 thallium flux, FluxOR fluorescence; hits give low values; hit rate 0.84% among 340,000;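 active = B-score under library mean minus 4 SD, starting fluorescence ratio at most library mean plus 5 SD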;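 also: more negative B-score means stronger inhibition of thallium flux through KCNK3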
Target sequence (O14649 whole entry, looked up): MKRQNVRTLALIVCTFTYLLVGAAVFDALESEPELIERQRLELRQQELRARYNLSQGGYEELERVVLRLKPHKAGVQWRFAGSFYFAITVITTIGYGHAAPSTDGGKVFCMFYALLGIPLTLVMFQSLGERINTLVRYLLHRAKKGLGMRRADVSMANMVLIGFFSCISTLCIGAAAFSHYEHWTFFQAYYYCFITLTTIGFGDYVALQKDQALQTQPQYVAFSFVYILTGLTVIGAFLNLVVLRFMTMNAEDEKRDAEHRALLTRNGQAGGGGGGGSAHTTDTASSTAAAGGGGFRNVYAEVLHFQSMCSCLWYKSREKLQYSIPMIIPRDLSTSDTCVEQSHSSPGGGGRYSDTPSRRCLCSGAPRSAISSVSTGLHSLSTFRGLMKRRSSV
MrgX1 allo act – human MrgX1 positive allosteric modulation, primary screen; hit rate 0.63% among 310,000; MrgX1-HEK293, Fluo-4 calcium flux, FDSS; hits give high values; B-score at 10 µM; Q96LB2;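 active = plate-corrected calcium response at least 3 library SD above typical, normal starting fluorescence, not activating the receptor alone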;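 also: compound read alongside a low EC10 to EC30 dose of BAM8-22 agonist; peak minus trough fluorescence over baseline measured at the second addition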
Target sequence (Q96LB2 whole entry, looked up): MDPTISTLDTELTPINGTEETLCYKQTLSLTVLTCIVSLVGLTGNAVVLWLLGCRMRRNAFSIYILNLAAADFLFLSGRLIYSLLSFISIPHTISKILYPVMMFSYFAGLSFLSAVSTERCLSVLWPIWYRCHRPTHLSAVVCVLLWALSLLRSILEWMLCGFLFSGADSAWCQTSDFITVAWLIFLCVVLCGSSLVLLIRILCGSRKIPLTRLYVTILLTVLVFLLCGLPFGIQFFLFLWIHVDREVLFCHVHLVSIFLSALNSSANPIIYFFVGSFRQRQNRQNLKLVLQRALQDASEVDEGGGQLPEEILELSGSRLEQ
RGS4 block – inhibitors of human RGS4; HEK293 M3R/RGS4 inducible, Fluo-4 calcium flux; hits give high values; triggered by carbachol at its EC20; B-score at 10 µM; hit rate 0.45% among 310,000; AID 463165;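 active = B-score, a plate-corrected calcium signal, over three deviations above library mean, with baseline fluorescence within five deviations of library mean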;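 also: RGS4 expression induced by doxycycline in cells with stable M3 receptor; B-score is computed from the integrated fluorescence ratio over baseline after carbachol; higher B-score means a larger calcium signal and so more RGS4 inhibition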
hERG protect – hERG (human) protection from proarrhythmic block | hit rate 0.51% among 310,000 | Q12809 | activation (rescue from dofetilide block), less the hit threshold, % at 10 µM | CHO-hERG, FluxOR thallium flux, dofetilide IC70 present;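 active = activation above the mean of controls blocked by dofetilide plus 5 SD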;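 also: thallium influx through hERG after potassium depolarization seen as dye fluorescence rise; in these data hits start at about 4.7%; inactives centre near -7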
ANO1 block – blocks the mouse calcium-activated chloride channel TMEM16A; hit rate 1.2% among 310,000; HEK293 TMEM16A/YFP iodide influx fluorescence, ionomycin; normalized B-score (activity score, 25-100; higher = stronger inhibition) at 10 µM;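 active = ratio plate-corrected score three or more library SD toward inhibition, starting fluorescence score within five deviations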;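 also: score derived from kinetic fluorescence span divided by baseline fluorescence per well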
MrgX1 ag – agonists of human MrgX1 receptor; hit rate 0.44% among 310,000; MrgX1-HEK293 cells, Fluo-4 calcium fluorescence, agonist mode; hits give high values; Q96LB2; B-score at 10 µM;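 active = calcium response B-score plate-corrected fluorescence ratio at least 3 library SD, with starting fluorescence B-score inside 5 SD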
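Material: MrgX1-expressing HEK293 cells; input: 15,000 cells per well; doses: test compound given as first of three sequential additions; schedule: overnight plating before 1 h dye loading; technique: Fluo-4 NW calcium-flux fluorescence, kinetic read; evaluation: baseline-normalised fluorescence change ratio, B-scored; control set: plate-wise positive and negative controls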
ANO1 activ – activates or potentiates the mouse TMEM16A chloride channel. hit rate 0.3% among 340,000. B-score at 10 µM. HEK293 TMEM16A/YFP-H148Q/I152L, iodide quench fluorescence; hits give low values. Q8BHY3;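 active = fluorescence-ratio B-score plate-corrected deviation score at least 3 library SD below zero, with starting fluorescence score within 5 deviations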;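 also: channel opened by trigger with iodide after compound preincubation; score built on the fluorescence ratio of max minus min over baseline; more negative score means more quench and so TMEM16A activation or potentiation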
KCNQ1 block – human KCNQ1 channel inhibition; B-score at 10 µM; hit rate 1.3% among 310,000; P51787; AID 2642; CHO-K1 KCNQ1, FluxOR thallium flux fluorescence; hits give high values;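 active = compounds whose thallium flux B-score, printed positive for inhibition, exceeds three library SD while starting fluorescence stays within three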;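 also: channel opened by potassium depolarization with thallium stimulus after 20 min compound exposure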
An asterisk follows results filed as active; i = inactive; . = no result given.

The line under a structure holds: KCNK9 inh | KCNQ1 pot | RGS4 act | KCNK3 inh | MrgX1 allo act | RGS4 block | hERG protect | ANO1 block | MrgX1 ag | ANO1 activ | KCNQ1 block
- Cc1ccccc1N(C(=O)c1csnn1)C(C(=O)NC1CCCCC1)c1ccncc1 (configuration not stated)
 : i | i | i | i | i | i | -7 | i | i | i | i
- Cc1coc2c1c(C)cc1oc(=O)c(CC(=O)NCC(=O)O)c(C)c12
 : i | i | i | i | i | i | -1 | i | i | i | i
- CCCC(=O)Nc1ccc(Cl)c(NC(=O)C(C)(C)C)c1
 : i | i | i | i | i | i | -5 | i | i | i | i
- CCn1c(CC(=O)Nc2ccccc2F)nnc1SCC(=O)Nc1nnc(C)s1
 : i | i | i | i | i | i | -8 | i | i | i | i
- COc1ccccc1Nc1nc(N)nc(CSc2ncccn2)n1
 : i | i | i | i | i | i | -3 | i | i | i | i
- Cc1ccc(N/N=C(\C#N)C(N)=S)cc1C
 : i | i | i | i | i | i | -6 | 100* | i | i | i
- CCCCN(C(=O)c1cccs1)C1CCS(=O)(=O)C1 (configuration not stated)
 : i | i | i | i | i | i | -8 | i | i | i | i
- COc1ccc(NC(=O)COC(=O)c2ncc(Cl)c(Cl)c2Cl)c(OC)c1
 : i | i | i | i | i | i | -5 | i | i | i | i
- Cc1cc(OCC(=O)NCc2ccccn2)c2c(C)cc(=O)oc2c1
 : i | i | i | i | i | i | -10 | i | i | i | i
- CNNC(=S)NCCC1=CCCCC1
 : i | i | i | i | i | i | -9 | i | i | i | i
- CN1CCN(C2Cc3ccc(Cl)cc3Sc3ccc(F)cc32)CC1 (configuration not stated)
 : i | i | i | i | i | i | -21 | i | i | i | i
- CC1(C)N=c2ccc([N+](=O)[O-])c(N)c2=[N+]1[O-]
 : i | i | i | i | i | i | -6 | i | i | i | i
- CC(=O)Nc1ccc(SCC(=O)c2c(N)n(Cc3ccccc3)c(=O)n(C)c2=O)cc1
 : i | i | i | i | i | i | -15 | i | i | i | i
- CCOC(=O)C1(CCOC)CCN(C2C3CC4CC(C3)CC2C4)CC1 (configuration not stated)
 : i | i | i | i | i | i | -10 | i | i | i | i
- Cc1nc2nc(C)c(NS(=O)(=O)c3cccs3)c(=O)n2[nH]1
 : i | i | i | i | i | i | -12 | i | i | i | i
- CCCOC(=O)c1ccc(S(N)(=O)=O)o1
 : i | i | i | i | i | i | -5 | i | i | i | i
- COC(C[C@@H](O)C[C@H](O)[C@@H](C)OCc1ccccc1)OC
 : i | i | i | i | . | i | -5 | . | . | i | i
- O=C1CC(c2ccccc2)Cc2nc(NC3CC3)ncc21 (configuration not stated)
 : i | i | i | i | i | i | -11 | i | i | i | i
- Cc1ccc(NS(=O)(=O)c2cccc(C(=O)N3CCCCCCC3)c2)cc1
 : i | i | i | i | i | i | -17 | i | i | i | i
- CC(C)CNC(=O)C(=O)NCc1ccccn1
 : i | i | i | i | i | i | -6 | i | i | i | i
- Cc1ccc(CCNC(=O)C2CCN(S(=O)(=O)c3ccc4c(c3)NC(=O)CO4)CC2)cc1
 : i | i | i | i | i | i | -4 | i | i | i | i
- COc1cc2c(cc1OC)C(c1cccs1)N(C(=O)c1ccncc1)CC2 (configuration not stated)
 : i | i | i | i | i | i | -14 | i | i | i | i
- CCCCc1nc(Cl)c(C#N)c2c1CSC(C)(C)C2
 : i | i | i | i | i | i | -11 | i | i | i | i
- CC(=O)Nc1ccc(S(=O)(=O)NCCC(=O)OCC(=O)c2ccc(F)c(F)c2)cc1
 : i | i | i | i | i | i | -13 | i | i | i | i
- CCOc1ccc(C(=O)NCc2cccnc2)cc1[N+](=O)[O-]
 : i | i | i | i | i | i | -8 | i | i | i | i
- Cc1cc(=O)oc2cc(OCC3CC(c4ccc(Cl)cc4)=NO3)ccc12 (configuration not stated)
 : i | i | i | i | i | i | -7 | i | i | i | i
- O=C(CSc1nnc(COc2cccc3cccnc23)o1)c1ccc(F)cc1
 : i | i | i | i | i | i | -2 | i | i | i | i
- COc1ccc(Cn2c(-c3ccc(OC)cc3)nc3ccccc32)cc1
 : i | i | i | i | i | i | -4 | i | i | i | i
- CN(C)CCN(C(=O)c1ccc2c(c1)CCCC2)c1nc2c(F)cccc2s1
 : i | i | i | i | i | i | -15 | i | i | i | i
- CC1CCN(C(=O)Cn2cc(C#N)c3ccccc32)CC1
 : i | i | i | i | i | i | -3 | i | i | i | i
- CCn1cc(C2=NC(C)(C)CO2)c2ccccc21
 : i | i | i | i | i | i | -8 | i | i | i | i
- Cc1cccc(-n2c(-c3ccoc3C)n[nH]c2=S)c1
 : i | i | i | i | i | i | -7 | i | i | i | i
- Cc1ccc(SCc2ccc(C(=O)Nc3cc([N+](=O)[O-])ccc3C)cc2)cc1
 : i | i | i | i | i | i | 1 | i | i | i | i
- O=C(NC(Cc1ccccc1)c1ccc2c(c1)OCCCO2)c1ccccc1 (configuration not stated)
 : i | i | i | i | i | i | -7 | i | i | i | i
- COc1ccc(N2CCN(S(=O)(=O)CCNC(=O)/C=C/c3ccc4c(c3)OCO4)CC2)cc1
 : i | i | i | i | i | i | -8 | i | i | i | i
- Cc1ccc(NC(=O)COC(=O)COc2cccc3c2OC(C)(C)C3)c(C)c1
 : i | i | i | i | i | i | -13 | i | i | i | i
- CCNc1nc(NCC)n2c(SCC(=O)NCC3CCCCC3)nnc2n1
 : i | i | i | i | i | i | -6 | i | i | i | i
- Cc1ccc(NC(=O)c2oc3ccc(S(=O)(=O)N4CCC5(CC4)OCCO5)cc3c2C)cc1C
 : i | i | i | i | i | i | -23 | i | i | i | i
- COC(=O)C1=C(C)OC(N)=C(C#N)C1c1cc(C)sc1C (configuration not stated)
 : i | i | i | i | i | i | -8 | i | i | i | i
- Cc1ccc2[nH]c(CCN(C)C)c(CC#N)c2c1
 : i | i | i | i | i | i | -12 | i | i | i | i
- OCC[C@H]1C[C@H](O)[C@@H](O)[C@@]2(CCCCO2)O1
 : i | i | i | i | i | i | -10 | i | i | i | i
- CC1=C(C(=O)O)N2C(=O)C(NC(=O)c3ccccc3Cl)C2SC1 (configuration not stated)
 : i | i | i | i | i | i | -2 | i | i | i | i
- C=CCNc1nc2ccccc2nc1NS(=O)(=O)c1cccs1
 : i | i | i | i | i | i | -6 | i | i | i | i
- COc1ccccc1S(=O)(=O)Cc1ccc(C(=O)NC(C)c2ccc3c(c2)OCCO3)o1 (configuration not stated)
 : i | i | i | i | i | i | -11 | i | i | i | i
- N#Cc1c(-c2ccc([N+](=O)[O-])cc2)nc2n(c1=O)CCS2
 : i | i | i | i | i | i | -1 | i | i | i | i
- CC(C)(C)NC(=O)NC(=O)COC(=O)c1cccc(S(=O)(=O)N2CCCCC2)c1
 : i | i | i | i | i | i | -9 | i | i | i | i
- [2H]C(CCOS(N)(=O)=O)c1ccc(C(C)(C)C)cc1 (configuration not stated)
 : i | i | i | i | i | i | -5 | i | i | i | i
- CC(=O)Nc1cccc(C(=O)OC(C)C(=O)NCc2ccc3c(c2)OCO3)c1 (configuration not stated)
 : i | i | i | i | i | i | -7 | i | i | i | i
- CCC(=O)Nc1ccc(-c2nc3ccccc3c(=O)o2)cc1
 : i | i | i | i | . | i | -5 | . | . | i | i
- CCOc1ccc(C(=O)COC(=O)c2cc([N+](=O)[O-])ccc2N2CCOCC2)cc1
 : i | i | i | i | i | i | -19 | i | i | i | i

(next part)
The line under a structure holds: KCNK9 inh | KCNQ1 pot | RGS4 act | KCNK3 inh | MrgX1 allo act | RGS4 block | hERG protect | ANO1 block | MrgX1 ag | ANO1 activ | KCNQ1 block
- O=C1CCC([N+](=O)[O-])C(c2ccc(Cl)cc2Cl)N1 (configuration not stated)
 : i | i | i | i | i | i | -6 | i | i | i | i
- Fc1ccc(Cl)cc1/C=N/n1cnnc1SCc1ccccc1
 : i | i | i | i | i | i | -4 | i | i | i | i
- Cn1cccc1CNC(=O)Nc1ccc(Cl)c(Cl)c1
 : i | i | i | i | i | i | -7 | i | i | i | i
- O/N=C/c1ccc(OCc2ccccc2F)c(Cl)c1
 : i | i | i | i | i | i | -2 | i | i | i | i
- COc1ccc(CN(CC(=O)NCc2ccc3c(c2)OCO3)C(=O)c2csnn2)cc1
 : i | i | i | i | i | i | -3 | i | i | i | i
- CCn1c(SCC(=O)Nc2ccc3c(c2)OCO3)nnc1-c1cnccn1
 : i | i | i | i | i | i | -16 | i | i | i | i
- Cc1cccc(C)c1NC(=O)NN=C1CCCCC1
 : i | i | i | i | i | i | -11 | i | i | i | i
- C#CC1(O)CC(C)N(C)C(C)C1 (configuration not stated)
 : i | i | i | i | i | i | -13 | i | i | i | i
- COc1ccc(C(=O)NNC(=S)NC(=O)c2ccccc2)cc1
 : i | 10* | i | i | i | i | -9 | i | 113* | i | i
- CCn1ncc(Cl)c1C(=O)NC(=S)Nc1c(C)cc(C)cc1[N+](=O)[O-]
 : i | i | i | i | i | i | 5.8* | i | i | i | i
- COc1cccc(C2CC(c3ccc(Cl)cc3)Nc3nc(N)nn32)c1 (configuration not stated)
 : i | i | i | i | i | i | -8 | i | i | i | i
- c1cc2c(cc1Cn1cnnn1)OCO2
 : i | i | i | i | i | i | 0 | i | i | i | i
- N#Cc1nc(-c2ccccc2)oc1NCC1CCCO1 (configuration not stated)
 : i | i | i | i | i | i | -7 | i | i | i | i
- COC(=O)c1cc(=O)n2c(-c3ccc(OC)cc3)csc2n1
 : i | i | i | i | i | i | -7 | i | i | i | i
- CC(C)NC(=O)c1cccc(C(F)(F)F)c1
 : i | i | i | i | i | i | -5 | i | i | i | i
- COc1ccc(S(=O)(=O)NCc2ccc3c(c2)OCO3)cc1OC
 : i | i | i | i | i | i | -2 | i | i | i | i
- CCOc1ncccc1C(=O)OCC(=O)NCCc1ccc(OC)cc1
 : i | i | i | i | i | i | -4 | i | i | i | i
- Cc1ccc(C(C)(C)C)c(OCCCCN2CCCC2)c1
 : i | i | i | i | i | i | -6 | i | i | i | i
- COc1cc(/C=N/NC(=O)CCOc2ccccc2C)cc(Br)c1O
 : i | i | i | i | i | i | -6 | i | i | i | i

Compound activity as filed in PubChem.
